Glyco luc inh – blocks N-linked glycosylation in D54 reporter cells; D54 ERlucT glycosylation luciferase reporter, 24 h; percent of 100 nM tunicamycin response; reporter increase, % at 12.5 µM; 360,000 compounds, 0.23% hits;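 active = mean luciferase reporter signal, scaled so untreated is 0 and the glycosylation-blocking control 100, at or above a set limit in every replicate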;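 note: luciferase carries N-glycosylation sites so blocking glycosylation raises the light; 0% = median of neutral control wells and 100% = median of 100 nM tunicamycin wells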
TLR9-MyD88 block – blocks human TLR9 binding to MyD88. Q9NR96+Q99836. CHO BLA complementation TLR9-MyD88, CCF4 FRET ratio. inhibition, % at 4.98 µM. 340,000 compounds, 0.21% hits. AID 504734;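 active = inhibition above the mean over all tested compounds plus 3 SD, cut at about 21% in these data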;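 note: 0% = DMSO only wells and 100% = clavulanate BLA inhibitor control wells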
ABCB6 inh MLPCN – human ABCB6 transporter inhibition | AID 602162 | K562-ABCB6 porphyrin accumulation, flow cytometry, 1 h; active compounds read low | 360,000 compounds, 0.19% hits | fluorescence ratio to DMSO, % at 10 µM;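 active = fluorescence ratio to DMSO below 75%, the collection mean minus 3 SD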;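 note: signal is porphyrin accumulated inside mitochondria; 100% equals median channel fluorescence of DMSO control wells; lower ratio means ABCB6 inhibition with less porphyrin fluorescence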
MC4R antag cAMP – human MC4R antagonism in cAMP assay; inhibition, % at 6.5 µM; 360,000 compounds, 0.48% hits; P32245; MC4R-expressing cells, MTII-stimulated cAMP, LANCE TR-FRET;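 active = inhibition above its plate's cutoff, the mean of tested wells on that plate plus 3 SD, cut at about 29% in these data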;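 note: 0% = Melanotan II alone and 100% = Melanotan II plus saturating MCL0020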
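Test system: U2OS cells stably expressing human melanocortin 4 receptor (MC4R); also added: Melanotan II challenge; compound: 6.5 µM single dose; timing: 30-min compound preincubation, 1-h Melanotan II challenge, 1-h detection, room temperature; signal: Eu-cAMP/anti-cAMP TR-FRET, emission 671 nm; repeats: one well per compound, no replicates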
NCOA2 inhibitor – inhibits human steroid receptor coactivator 2. Q15596. HEK293 GAL4-SRC2 luciferase reporter, luminescence. inhibition, % at 9 µM. 370,000 compounds, 0.17% hits. AID 651957;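 active = inhibition above the mean inhibition of all tested compounds plus 3 SD, set per campaign, cut at about 52% in these data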;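 note: 0% = DMSO treated cells and 100% = cells given Gossypol at 36 µM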
Target sequence (Q15596 whole entry, looked up, the tested form may be a part): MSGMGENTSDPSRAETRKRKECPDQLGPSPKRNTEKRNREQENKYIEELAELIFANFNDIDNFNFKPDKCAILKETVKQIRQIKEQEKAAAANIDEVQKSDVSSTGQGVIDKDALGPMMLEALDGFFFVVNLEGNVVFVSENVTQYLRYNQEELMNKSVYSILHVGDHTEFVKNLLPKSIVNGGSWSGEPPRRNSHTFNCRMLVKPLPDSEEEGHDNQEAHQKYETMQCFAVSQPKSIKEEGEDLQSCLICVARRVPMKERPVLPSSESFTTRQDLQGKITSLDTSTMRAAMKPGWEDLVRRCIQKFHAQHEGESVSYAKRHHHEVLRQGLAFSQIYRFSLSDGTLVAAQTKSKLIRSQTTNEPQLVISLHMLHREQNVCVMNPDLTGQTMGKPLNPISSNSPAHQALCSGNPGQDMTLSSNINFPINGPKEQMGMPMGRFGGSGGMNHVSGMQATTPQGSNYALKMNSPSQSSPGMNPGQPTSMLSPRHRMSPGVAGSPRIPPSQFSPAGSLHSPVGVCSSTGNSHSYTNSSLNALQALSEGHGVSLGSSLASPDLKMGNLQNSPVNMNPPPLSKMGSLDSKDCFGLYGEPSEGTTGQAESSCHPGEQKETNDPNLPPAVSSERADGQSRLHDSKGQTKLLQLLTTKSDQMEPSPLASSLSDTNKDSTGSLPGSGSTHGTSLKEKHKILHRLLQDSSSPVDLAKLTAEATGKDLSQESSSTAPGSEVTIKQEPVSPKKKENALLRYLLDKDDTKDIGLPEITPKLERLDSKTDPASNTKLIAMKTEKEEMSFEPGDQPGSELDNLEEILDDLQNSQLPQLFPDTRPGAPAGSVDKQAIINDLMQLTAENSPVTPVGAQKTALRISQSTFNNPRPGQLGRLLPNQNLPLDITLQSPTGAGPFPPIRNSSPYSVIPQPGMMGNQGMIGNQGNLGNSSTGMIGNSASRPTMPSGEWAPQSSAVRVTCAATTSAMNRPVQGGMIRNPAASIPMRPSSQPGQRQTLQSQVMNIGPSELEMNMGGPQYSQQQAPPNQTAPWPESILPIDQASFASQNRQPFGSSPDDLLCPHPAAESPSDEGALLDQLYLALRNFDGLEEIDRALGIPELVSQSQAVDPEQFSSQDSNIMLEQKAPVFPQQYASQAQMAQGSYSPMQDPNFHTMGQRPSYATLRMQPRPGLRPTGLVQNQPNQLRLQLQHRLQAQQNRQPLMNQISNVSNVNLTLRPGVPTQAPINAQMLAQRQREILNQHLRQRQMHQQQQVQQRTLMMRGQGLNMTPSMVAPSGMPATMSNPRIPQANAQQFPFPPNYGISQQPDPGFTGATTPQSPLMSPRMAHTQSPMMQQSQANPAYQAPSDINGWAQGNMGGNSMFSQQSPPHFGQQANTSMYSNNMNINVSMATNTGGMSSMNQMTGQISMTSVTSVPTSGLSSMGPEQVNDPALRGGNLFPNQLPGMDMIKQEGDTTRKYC
H9c2 protect – protects H9c2 cardiomyocytes from peroxide injury | H2O2 injury protection, ATPLite, 2 h | protection from H2O2 cell death, % at 20 µM | 360,000 compounds, 0.63% hits;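 active = compounds giving at least 50% protection of heart cells from peroxide-induced death in the single-dose screen, raw or plate-pattern-corrected value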;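 note: 0% = DMSO wells with peroxide and 100% = DMSO wells without peroxide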
NOD2-RIPK2 inh – NOD2-RIPK2 protein interaction inhibition; AID 624267; inhibition, % at 4.98 µM; CHO BLA complementation NOD2-RIPK2, CCF4 ratio; O43353; 360,000 compounds, 0.38% hits; in the data active = inhibition above about 21%;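 note: 0% = vehicle only and 100% = reference blocker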
MC4R ag barr – human MC4R agonism via beta-arrestin; P32245; U2OS MC4R beta-arrestin complementation, luminescence; percent of melanotan II response, DMSO zero; activation, % at 8.9 µM; 360,000 compounds, 0.98% hits; AID 540308;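 active = activation above a per-plate cutoff, the mean activation of sample wells on that plate plus 3 SD, cut at about 8% in these data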
HTR2A ag – mouse HTR2A agonism via beta-arrestin recruitment. CHO-K1 mHTR2A beta-arrestin complementation, luminescence; percent of 30 µM serotonin response. activation, % at 7.6 µM. P35363. 360,000 compounds, 0.66% hits;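 active = activation above a run cutoff, the mean activation of all tested compounds plus 3 SD, cut at about 14% in these data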;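 note: 0% = plate median of compound wells and 100% = 30 µM serotonin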
ABHD5-PLIN5 inh – inhibitors of human ABHD5-perilipin-5 interaction | AID 602281 | Split G. princeps luciferase complementation, luminescence, 4 h | 360,000 compounds, 0.78% hits | Q00G26+Q8WTS1 | inhibition, % at 4 µM;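 active = inhibition above the mean inhibition across every tested compound plus 3 SD, cut at about 22% in these data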;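 note: 0% = DMSO only wells and the 100% control is not disclosed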
Active calls of the source: *; . = no result given.

SMILES	Glyco luc inh	TLR9-MyD88 block	ABCB6 inh MLPCN	MC4R antag cAMP	NCOA2 inhibitor	H9c2 protect	NOD2-RIPK2 inh	MC4R ag barr	HTR2A ag	ABHD5-PLIN5 inh
COc1ccc(C2CC(C(F)(F)F)n3nc(C(=O)NCc4cn(C)nc4C)c(Cl)c3N2)cc1 (centres undefined)	1	-4	98	17	25	-12	2	-0.8	-8	-2
Nc1nc2ccc(Cl)cc2cc1C(=O)NCCc1ccc(O)cc1	.	.	.	.	-11	.	-22	.	-6	-1
Cc1cc(C)c(NC(=O)CN2CCCCCC2)c(C)c1	1	-10	102	2	-41	-3	3	1.4	8	4
COc1ccc(/C=C/CN2CCN(Cc3cccc(OC)c3)C(CCO)C2)cc1 (centres undefined)	0	-7	98	-4	-3	4	-2	-4.7	2	1
COc1ccc(C2=Nn3c(nnc3-c3ccccc3OC)SC2)cc1OCC1CC1	15	1	95	-46	22	-4	3	2.2	-1	2
COc1ccc(-c2cc3c(=O)n(CC(=O)NCCCN4CCC(N5CCCCC5)CC4)nc(C)n3n2)cc1	-4	-3	101	-5	-11	1	-8	-1.7	5	9
Cc1ccc(C(=O)Nc2ccccc2C(=O)O)cc1S(=O)(=O)NC1CCCCC1	1	10	95	13	-8	5	-5	-3.5	2	2
COc1ccc(SCC(=O)c2cc(C)c(OC(=S)N(C)C)c(C)c2)cc1	-1	8	102	10	20	-13	-6	-1.8	0	2
Cc1cc2c(=O)n(Cc3ccco3)c(SCC(=O)NCc3ccco3)nc2s1	-1	-16	94	6	22	17	-8	-1.0	-1	10
COc1ccccc1NC(=O)COC(=O)C12CC3CC(CC(Cl)(C3)C1)C2	3	-15	87	2	-34	-4	7	-1.1	0	-2
C/C=C(\C)C(=O)NCCN1C2=NC[C@H](Cc3ccc(O)cc3)N2C[C@@H]1Cc1ccc(OC)cc1	0	0	98	4	-37	5	1	-1.4	-4	9
COc1ccc2c(CCNC(=O)/C=C/c3ccc(OC)c(OC)c3)c[nH]c2c1	14	-16	98	13	-35	14	2	0.4	9	7
COc1ccc(C(=O)N2CCN=C2c2ccccc2)cc1OC	3	-7	73*	-2	-10	10	-11	-2.5	-5	-12
CN(C)c1ccc(N2C(=O)CC(Sc3ccccc3C(=O)O)C2=O)cc1 (centres undefined)	1	4	107	3	-21	10	-5	-0.9	-2	-4
COc1ccc(S(=O)(=O)N2CCCC2CNC(=O)C(=O)NCc2ccccn2)cc1 (centres undefined)	2	3	94	0	14	2	1	-0.4	3	-1
CCCCCNC(=O)c1ccc2c(=O)n(CCOC)c(=O)[nH]c2c1	0	-1	88	0	0	1	-3	-1.6	0	0
COc1cccc(N2C(=O)CC(NNc3nc4ccccc4s3)C2=O)c1 (centres undefined)	-1	0	101	9	20	2	-5	0.3	1	6
CN1C(C(=O)NCc2cccc(Br)c2)CC2Cn3c(nc4cc5ccccc5cc43)C21 (centres undefined)	3	0	94	3	13	-6	1	-1.3	-2	5
CCO[C@@H]1OC(C(=O)N2CCOCC2)=C[C@H](c2ccc(Br)cc2)[C@H]1CCCO	5	-2	100	6	-2	5	8	-1.8	18*	1
CCc1ccccc1N1C(=O)CC(Sc2nccc(C)n2)C1=O (centres undefined)	-1	-8	96	2	1	4	2	-1.4	3	5
Cc1cc(C)c(S(=O)(=O)N2CCCCC2)c(C)c1N(C)S(=O)(=O)c1ccc(Cl)cc1	-7	-1	93	1	-2	-7	-2	0.9	-1	-6
Cc1cc(C(=O)Cn2nc(C(=O)O)c3ccccc3c2=O)c(C)n1CCc1ccc(F)cc1	-9	2	99	2	15	4	-10	-0.5	6	2
C=CCN(C(=O)c1csnn1)C(C(=O)NC(C)(C)C)c1ccncc1 (centres undefined)	1	18	97	-4	15	1	-6	-2.0	2	3
COc1cc2c(cc1OC)CN(Cc1ccc(F)cc1)CC2	-1	1	98	-2	-14	0	5	1.0	-2	-2
S=C1NCN(Cc2ccccc2)CN1C1CCCCC1	1	6	94	17	6	-4	-1	-1.7	-7	-2
CCN1CCC(CNCc2cn(-c3ccc(OC)cc3)nc2-c2ccccc2Cl)C1 (centres undefined)	-3	-17	101	11	-8	1	9	0.4	-10	10
CCC1Oc2ccc(C)cc2N(CC(=O)NCC2CCCO2)C1=O (centres undefined)	0	2	96	-1	-10	2	-2	-0.2	-6	2
Cc1cc(-c2nnc(SCC(=O)Nc3nc(-c4ccccc4)cs3)o2)no1	4	0	102	0	11	-2	1	2.6	-2	-5
Cc1cc(SCCC(=O)O)nc2c(C)cccc12	1	-1	106	20	15	2	4	1.2	10	-3
CN1CCN(S(=O)(=O)c2cccc(C(=O)Oc3cccc(C#N)c3)c2)CC1	2	2	94	-1	-36	-2	-11	-0.2	3	3
CCOC(=O)[C@]12CCCC=C1N(Cc1cccc3ccccc13)C(=O)[C@H](CC(=O)NCc1cccc(C(F)(F)F)c1)C2	.	.	90	.	5	.	2	.	-4	3
CCCCCc1c(C)nc(N2CCOCC2)[nH]c1=O	-1	-7	107	12	-2	0	-8	-2.7	3	9
Cc1ccccc1OCC(=O)Nc1ccc(Cc2ccncc2)cc1	-5	6	98	-3	6	-12	4	-2.0	-1	-5
O=C1Nc2ccccc2C(=O)N(Cc2ccccc2)C1C(=O)NC1CC1 (centres undefined)	.	.	.	.	-7	.	4	.	5	-1
O=C(NC(Cc1ccccc1)C(=O)NCc1ccccn1)c1ccco1 (centres undefined)	3	3	94	3	1	-4	-5	-2.5	-3	2
COCCN1C(=O)C(=O)/C(=C(/O)c2ccc(S(=O)(=O)N3CCOCC3)cc2)C1c1cccc(O)c1 (centres undefined)	0	4	102	1	16	2	-16	-1.9	3	0
Cn1c(=O)c2[nH]c(N3CCN(c4ccccc4)CC3)nc2n(C)c1=O	-3	-4	94	3	24	3	2	-2.7	6	-1
COc1ccc(OCCOc2ccc(S(=O)(=O)N3CCCC3)cc2[N+](=O)[O-])cc1	1	9	95	4	23	-6	-2	-1.4	-3	3
Cc1ccc(S(=O)(=O)N2CCC[C@H]2C(=O)NC2=NCCS2)cc1	2	3	106	9	-1	-1	-8	-2.7	3	-8
CC1(C)CC(=O)C=C(NCCN2CCN(C(=O)Nc3ccccc3)CC2)C1	2	1	85	0	3	-5	0	2.2	-1	3

Two compounds picked at random from those above, as already listed:
SMILES	Glyco luc inh	TLR9-MyD88 block	ABCB6 inh MLPCN	MC4R antag cAMP	NCOA2 inhibitor	H9c2 protect	NOD2-RIPK2 inh	MC4R ag barr	HTR2A ag	ABHD5-PLIN5 inh
Cc1cc(C)c(S(=O)(=O)N2CCCCC2)c(C)c1N(C)S(=O)(=O)c1ccc(Cl)cc1	-7	-1	93	1	-2	-7	-2	0.9	-1	-6
Cn1c(=O)c2[nH]c(N3CCN(c4ccccc4)CC3)nc2n(C)c1=O	-3	-4	94	3	24	3	2	-2.7	6	-1

Returning to the listing, repeating the 5 entries before the break.
SMILES	Glyco luc inh	TLR9-MyD88 block	ABCB6 inh MLPCN	MC4R antag cAMP	NCOA2 inhibitor	H9c2 protect	NOD2-RIPK2 inh	MC4R ag barr	HTR2A ag	ABHD5-PLIN5 inh
COCCN1C(=O)C(=O)/C(=C(/O)c2ccc(S(=O)(=O)N3CCOCC3)cc2)C1c1cccc(O)c1 (centres undefined)	0	4	102	1	16	2	-16	-1.9	3	0
Cn1c(=O)c2[nH]c(N3CCN(c4ccccc4)CC3)nc2n(C)c1=O	-3	-4	94	3	24	3	2	-2.7	6	-1
COc1ccc(OCCOc2ccc(S(=O)(=O)N3CCCC3)cc2[N+](=O)[O-])cc1	1	9	95	4	23	-6	-2	-1.4	-3	3
Cc1ccc(S(=O)(=O)N2CCC[C@H]2C(=O)NC2=NCCS2)cc1	2	3	106	9	-1	-1	-8	-2.7	3	-8
CC1(C)CC(=O)C=C(NCCN2CCN(C(=O)Nc3ccccc3)CC2)C1	2	1	85	0	3	-5	0	2.2	-1	3
CCOc1ccc(NS(=O)(=O)c2ccc(N)cc2)cc1	0	4	101	-3	15	-14	-2	-3.1	-4	0
CC(=O)c1cccc(-c2ccnc3c2CC(C(=O)Nc2ccc(F)c(Cl)c2)O3)c1 (centres undefined)	0	.	94	-2	-23	-8	-5	2.6	12	-4
CCCCNc1nc(=S)n(-c2ccccc2)c(C)c1C(C)=O	2	-8	108	1	-2	-3	-3	1.5	-6	-7
COc1ccc(C2=NO[C@@H]3C(=O)N(c4ccc(C)cc4C)C(=O)[C@H]23)cc1OC	2	-7	90	1	-16	2	-1	-0.7	10	-2
O=S1(=O)N=C(N2CCCc3ccccc32)c2ccccc21	2	-11	96	8	-24	18	-10	-0.7	-1	0
CN(c1cc2c(c3c1ccn3C)C1CCC2O1)C1CCCCC1 (centres undefined)	3	.	97	.	3	-1	-5	.	5	-14
COCCCNc1nc(N)c([N+](=O)[O-])c(N2CCCCCC2)n1	4	-5	105	14	12	-8	-11	0.1	0	1
Cc1ccc(S(=O)(=O)NCCC(=O)NCCN2CCCCCC2)cc1	0	-8	103	3	-16	-2	-13	-2.1	-2	2
CCCS(=O)(=O)n1nc(-c2ccc(Br)cc2)cc1N	-3	-1	98	11	-30	-2	-21	1.0	1	5
O/N=C(/c1ccc(Cl)cc1)C1CC1c1ccccc1 (centres undefined)	-4	11	101	2	-30	-9	5	2.0	1	-6
Cc1cccc(NC(=O)CSc2nc3c([nH]c4ccccc43)c(=O)n2C)c1	2	-1	101	1	-7	28	9	3.2	0	1
COc1ccc(N2C(=O)CC(N3CCC(O)(c4cccc(C(F)(F)F)c4)CC3)C2=O)cc1 (centres undefined)	0	-1	103	-1	10	-2	4	-0.9	0	3
CCCCc1ccc(NC(=O)CSc2nnc(CNC(=O)c3ccco3)o2)cc1	1	-1	95	9	-9	-11	-14	-0.6	3	1

From PubChem BioAssay

Some of the compounds tested, so the mix of outcomes need not match the whole.
